BRCT inh green – blocks human BRCA1 BRCT binding to phosphopeptide, green readout; 75,000 tested, 0.05% active; BRCA1 BRCT-phosphopeptide binding, green fluorescence polarization; AID 875; P38398; Potency, µM (titrated, usually from 76.9 µM), for inactives: at the highest dose activity change, negative = inhibition, actives largely listed as inhibitors;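 note: potency is the fitted concentration of half-maximal effect; plate controls were peptide without protein for full effect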
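Compounds were incubated for 12 min at room temperature with a complex of 100 nM fluorescein-tagged pBACH1 decapeptide and 250 nM His-tagged BRCT protein. Buffer was phosphate pH 7.3 with EDTA, DTT and Tween 20. Disruption of binding lowers the polarization signal.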
UbGFP stabilizer – proteasome inhibitors stabilizing ubiquitin-GFP reporter; 67,000 tested, under 10 active; Ubiquitin-GFP reporter cells, proteasome inhibition, GFP fluorescence; response scale: untreated = 0%, 10 µM MG-132 = 100%; AID 526; Potency, µM (highest dose often 45.9 µM), without a hit: at the top dose activation (GFP accumulation), hits mostly activators; active = well fitted activation curve with a large enough effect, not every such curve was filed as active; inconclusive = small, poorly fitted or top-dose-only effect, or another doubt; inactive = no such curve, though single readings can be large or run the other way; note: potency is the fitted concentration of half-maximal effect
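Proteasome block read as GFP accumulation: ubiquitin(G76V)-GFP U2OS cells exposed to compound (2.9 nM–46 uM) for 4 hr at 37 C. Normalization used untreated cells as 0% and 10 uM MG-132 as 100%; concentration-response curves fitted.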
4MU fluor – compounds fluorescent in 4-MU spectral region; compound autofluorescence, 340/450 nm, 4-MU equivalents; hits give high values; max dye-equivalent concentration, M; AID 589; 59,000 tested, 11% active; in the data active = max dye-equivalent concentration above about 10 nM; inconclusive = mostly about 1.1 nM to 9.6 nM
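Compounds in 100 mM Tris, pH 8.0, sat 15 min at room temperature before fluorescence was read at 340 nm excitation/450 nm emission; a per-plate six-point 4-MU standard curve converted signals to dye-equivalent concentration at each compound concentration.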
Epigenetic mod – epigenetic modulators derepressing GFP locus in mouse cells. mouse C127i GFP locus derepression, cytometry, 30 h. Potency, µM (series often up to 46.1 µM), for the others: top-dose GFP derepression (activation). 68,000 tested, 0.09% active; note: % of control where 0% means no effect
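Murine C127i mammary cells carrying a silenced, stably integrated CMV-driven GFP reporter were treated with compound for 30 hours at 37 C. After PBS washes, GFP-positive cells were counted by laser-scanning microplate cytometry.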
BRCT inh red – BRCT-phosphoprotein interaction inhibition (red fluorophore); Potency, µM (highest dose often 76.9 µM), inactives show at the highest dose activity change, negative = inhibition, usual class: inhibitors; BRCT-phosphopeptide binding, red fluorescence polarization; 75,000 tested, 0.03% active; P38398; note: % is set by controls: 0 for no effect and ±100 for the full control effect
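Fluorescence polarization: 100 nM His-tagged BRCA1 BRCT with 100 nM TAMRA-labelled phospho-BACH1 decapeptide, phosphate buffer pH 7.3 with 150 mM NaCl, DTT, 0.01% Tween 20; 12 min RT. Binding inhibition seen as FP decrease.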
HBB splicing – hemoglobin beta splicing modulation | HBB splicing reporter cell assay, activation; EGFP reporter with mutant IVS2-654 intron; response scale: normalised to 500 nM splice-correcting PNA | Potency, µM (series often up to 46.1 µM), for inactives: top-dose activation, most hits filed as activators | 65,000 tested, 0.06% active; note: potency is the fitted concentration of half-maximal effect; 0% is about no effect
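Compounds were applied for 2 days to HeLa EGFP-654 cells, 500/well in Optimem with 2% FCS. The reporter's EGFP is disrupted by mis-splicing of beta-globin intron IVS2-654. Readout: summed well GFP fluorescence from 488 nm laser scanning; reference was 500 nM antisense […] 654 PNA.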
15-hLO inh – blocks human 15-lipoxygenase activity | purified 15hLO-1, xylenol orange hydroperoxide absorbance | P16050 | 74,000 tested, 1.4% active | Potency, µM (series often up to 57.1 µM), inactives show top-dose activity change, negative = inhibition, hits mostly inhibitors; note: potency is the fitted concentration of half-maximal effect; % is set by controls: 0 for no effect and ±100 for the full control effect; nearly all actives have a fitted effect of over 55% in size
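Quantitative HTS in 25 mM Hepes pH 7.5 containing 0.01% Triton X-100: human 15hLO-1 at 40 nM, arachidonic acid at 50 uM, 6 min turnover. Product quantified via ferrous oxidation/xylenol orange, 573:405 nm absorbance ratio.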
Hsp90 Hop PPI – changes Hsp90-Hop TPR2A binding signal, up or down | AlphaScreen TPR2A-His6 binding biotin-Hsp90 C-terminal peptide | Potency, µM (doses to about 57 µM), inactives show top-dose activity change, negative = inhibition | 71,000 tested, 0.44% active | AID 595; active = well fitted curve in either direction with a large enough effect; inconclusive = small, poorly fitted or top-dose-only effect, or another doubt; note: potency is the fitted concentration of half-maximal effect; % is set by controls: 0 for no effect and ±100 for the full control effect; many of its hits are not listed in these tables
DNA Pol III inh – inhibitors of bacterial DNA polymerase III holoenzyme | 71,000 tested, 0.25% active | reconstituted DNA polymerase III holoenzyme replication, biochemical | Potency, µM (series often up to 57.1 µM), for the others: at the top dose activity change, negative = inhibition; note: potency is the fitted concentration of half-maximal effect; % is set by controls: 0 for no effect and ±100 for the full control effect
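Reconstituted *E. coli* holoenzyme (0.35 nM Pol III, 1 nM beta, 154 nM SSB, 2 nM primase) was preincubated with compound for 15 min at RT. Synthesis on 1.4 nM ssM13Gori ran 35 min, then was stopped with PicoGreen/EDTA and read as dsDNA fluorescence.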
CRE Fsk mod – modulators of forskolin-stimulated CRE signaling in CHO cells; Potency, µM (titrated, usually from 38.2 µM), inactives show at the top dose activity change, negative = inhibition, hits mostly activators; AID 662; CHO CRE-bla reporter (cAMP response element driving beta-lactamase), forskolin EC10, beta-lactamase ratio; 71,000 tested, 2.5% active; active = well fitted activation curve with a large enough effect in the signal ratio, with a control signal flat, not every such curve was filed as active; inconclusive = small, poorly fitted or top-dose-only effect, or effect the other way, or a change in a side signal; the % refers to the signal ratio; note: potency is the fitted concentration of half-maximal effect; % of control where 0% means no effect
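CRE-bla CHO cells stimulated with EC10 NKH 477 (water-soluble forskolin) and compound titrations, 3 h at 37C; beta-lactamase read with CCF4 after 2 h at room temperature. Activity from 460/530 nm emission ratio, AC50 values for positive or negative modulation.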
A350 autofl – compound fluoresces in the Alexa 350 spectral region; max dye-equivalent concentration, M; 59,000 tested, 11% active; Compound autofluorescence, 340/450 nm, Alexa 350 dye-equivalents; hits give high values; in the data active = max dye-equivalent concentration above about 10 nM; inconclusive = mostly about 1.1 nM to 9.6 nM
An asterisk follows results filed as active; i = inactive; ? = inconclusive; · = no result given; [ ] = another dose, or the depositor's remark. Unless noted, calls come from the whole dose curve; as a rule, active = well fitted curve in the direction sought with a large enough effect; inconclusive = small, poorly fitted or top-dose-only effect, or another doubt; inactive = no such curve, though single readings can be large; an effect the other way counts as inactive or inconclusive.

Second line of a record: Hsp90 Hop PPI	Epigenetic mod	BRCT inh green	UbGFP stabilizer	HBB splicing	DNA Pol III inh	CRE Fsk mod	A350 autofl	4MU fluor	15-hLO inh	BRCT inh red
1. CCOc1ccc(C(=O)N2CCN(Cc3ccccc3)CC2)cc1
    ?	2%	1.5%	12%	-0.7%[9.22 µM]	-4%	-4%	·	·	-7%	-0.2%
2. O=c1c2ccccc2nc2c3ccccc3c3nncn3n12
    -1%	-1%	3.3%	-1%	-0.2%[57.5 µM]	-2%	?	?	?	8%	-0.9%
3. COc1ccccc1NC(=O)C(C)NS(=O)(=O)c1ccc(F)cc1 (configuration not stated)
    -6%	3%	0.2%	2%	1.0%	4%	?	?	i	10%	-1.8%
4. CCOC(=O)c1ccc(NC(=O)Nc2ccc3c(c2)OCCO3)cc1
    -5%	0%	3.4%	3%	-1.7%	-2%	-5%	i	i	-10%	-0.2%
5. O=C(c1nc(-c2ccccc2)n(-c2ccccc2)n1)N1CCN(S(=O)(=O)c2ccccc2)CC1
    -2%	1%	-1.1%	2%	-2.0%	5%	?	i	i	-2%	1.1%
6. Cn1ncc2c(Cl)ncnc21
    -7%[11 µM]	0%[9.22 µM]	-1.3%[15.4 µM]	5%[9.17 µM]	3.1%[9.22 µM]	-9%[11.4 µM]	-4%[7.6 µM]	i	i	1%[11.4 µM]	0.5%[15.4 µM]
7. O=C(C1CCN(S(=O)(=O)c2ccc3ccccc3c2)CC1)N1CCN(c2ncccn2)CC1
    -7%	0%	-1.6%	-5%	-1.4%	-4%	?	i	i	-29%	-2.8%
8. O=C(O)C1CCCN1C(=O)Oc1ccccc1 (configuration not stated)
    0%	-1%	-1.7%	3%	0.5%[57.5 µM]	9%	0%	i	i	4%	1.7%
9. c1ccc2c(c1)CCN2CCN1CCc2ccccc21
    18%	0%	-1.3%	-3%	-3.8%	6%	-9%	·	·	?	0.6%
10. O=C(COC(=O)c1cccs1)NCc1ccco1
    -5%	-2%	-1.4%	3%	0.4%[57.5 µM]	-9%	?	i	i	-11%	-0.4%
11. COC(=O)c1nnn(CC(=O)Nc2cc(Cl)ccc2C)c1C(=O)OC
    0%	0%	-2.5%	-9%	-0.5%	3%	-5%	i	i	1%	-0.2%
12. COC(=O)C1=C(C)N(c2cccc3ccccc23)C(=O)C1
    -16%	-3%	1.6%	4%	-0.3%	-2%	?	?	i	-30%	0.2%
13. c1ccc(CO[C@H]2NCCN2Cc2ccccc2)cc1
    ?	-1%[9.22 µM]	-3.4%[15.4 µM]	-2%[9.17 µM]	3.7%[9.22 µM]	-8%[11.4 µM]	5%[7.6 µM]	i	i	-2%[11.4 µM]	-3.4%[15.4 µM]
14. Cc1ccccc1OC(=O)CCC(=O)OCCCC(F)(F)C(F)(F)F
    9%	-2%	0.2%	13%	0.1%	-4%	-3%	·	·	-8%	-0.1%
15. CCOC(=O)C1=C(C)NC(=O)NC1c1ccc(OCC(=O)Nc2ccccc2)c(OC)c1 (configuration not stated)
    -2%	1%	1.0%	9%	1.9%	0%	-9%	·	·	0%	0.0%
16. O=S(=O)(c1cccc2nsnc12)N1CCCC1
    -5%	6%	-0.9%	·	1.9%[0.369 µM]	-5%	-11%	i	i	0%	-0.2%
17. COC(=O)c1ccccc1NC(=O)Nc1nnc(N2CCCCC2C)s1 (configuration not stated)
    -6%[2.3 µM]	·	-0.3%	3%	-0.7%	-5%	-16%	·	·	3%	0.6%
18. Cc1ccc(/C(O)=C2/C(=O)C(=O)N(CCN3CCOCC3)C2c2ccccn2)cc1 (configuration not stated)
    ?	-4%	-0.1%	7%	-0.6%	-2%	-2%	i	i	-19%	-1.8%
19. COc1ccc(C(=O)Nc2nc3cc(OC)c(OC)cc3c(=O)[nH]2)cc1
    -1%	-5%	-0.9%	6%	-0.4%	-12%	-1%	i	i	0%	-0.6%
20. O=C(Cn1ncn2c(cc3ccccc32)c1=O)NCCC1=CCCCC1
    -2%	0%	3.0%	·	2.2%[0.369 µM]	-8%	-4%	i	i	16µM*	-1.9%
21. CCOc1ccc(S(=O)(=O)N2Cc3ccccc3CC2C(=O)NCCCn2ccnc2)cc1 (configuration not stated)
    -9%	-2%	0.2%	2%	0.2%[57.5 µM]	-4%	-11%	i	i	21%	-0.9%
22. CNc1ccc([N+](=O)[O-])cc1
    0%	·	-6.8%	·	-0.1%	-4%	-14%	·	·	-26%	-5.7%
23. Cc1nn(CC(=O)Nc2nnc(CC(=O)N3CCCC3)s2)c(=O)c2ccccc12
    1%	0%	-2.2%	-6%	-2.3%	-4%	5%	?	?	-1%	0.1%
24. O=c1c2ccccc2nnn1CSc1nnc2ccccn12
    -2%	-4%	-1.1%	-1%	-0.6%	-4%	-2%	i	i	10%	-0.4%
25. O=C(COc1ccc(S(=O)(=O)NCCc2ccccc2)cc1)N1CCCC1
    -6%	0%	-2.1%	10%	-0.7%	-4%	-2%	i	i	0%	-1.5%
26. COC(=O)c1cc2nc(-c3ccccc3)cc(C)n2n1
    0%	3%	0.9%	-10%	-0.2%	-7%	?	8.5e-08M*	9.5e-08M*	-16%	-1.1%
27. C/C(N)=C(/C#N)C(=O)CN1CCCCC1
    -3%	1%	0.5%	-1%	-0.3%	-1%	0%	?	?	-4%	0.8%
28. COc1ccc(C)cc1N(CC(N)=O)S(=O)(=O)c1ccc(C)cc1
    -7%[11 µM]	-4%	0.4%	-7%[9.17 µM]	-0.9%[0.0738 µM]	-8%[11.4 µM]	?	·	·	13%[11.4 µM]	-0.9%
29. CCC(C)(C)NC(=O)c1ccc2c(c1)N(CC(=O)OC)C(=O)C(C)(C)O2
    -2%	1%	-0.3%	3%	-1.6%	-6%	4%	?	i	4%	1.1%
30. Nc1nnc(SCc2cccnc2)s1
    -1%	2%	0.3%	4%	-0.2%	-5%	-4%	i	i	2%	-3.8%
31. CCC(C)C(=O)N1CCc2cc(-c3csc(N)n3)ccc21 (configuration not stated)
    -4%	-2%	-1.1%	-3%	·	-4%	8%	i	i	-3%	-1.8%
32. CCOc1ccc(N(CC(=O)O)S(=O)(=O)c2ccc(OC)c(OC)c2)cc1
    0%	3%	-0.3%	-15%	0.0%[9.22 µM]	-4%	9%	·	·	3%	-2.5%
33. CCN1C(=O)c2cccc3c(S(=O)(=O)Nc4ccccn4)ccc1c23
    2%	0%	-0.6%	-1%	0.3%	-9%	?	1.1e-08M*	1e-08M*	0%	0.1%
34. c1ccc(CNc2nc3ccccc3n3cnnc23)nc1
    -3%	0%	0.8%	-6%	0.8%	-2%	13µM*	·	·	8%	-1.0%
35. CCn1cc(C(=O)NCC(=O)OC)c2cc(OC)c(OC)cc2c1=O
    4%	-1%	-0.4%	3%	0.2%	-5%	?	i	i	0%	1.0%
36. NCC(=O)N[C@H](CO)C(=O)O
    1%[11 µM]	-4%[9.22 µM]	1.1%[15.4 µM]	-4%[9.17 µM]	0.7%[9.22 µM]	-1%[11.4 µM]	-9%[7.6 µM]	i	i	9%[11.4 µM]	0.5%[15.4 µM]
37. CC(=O)c1cc2c(cc1NC(=O)CCCC(=O)O)OCO2
    -5%	0%	-2.8%	1%	0.1%	-5%	?	1.9e-08M*	1.8e-08M*	12%	-0.5%
38. CCN(Cc1ccccc1)C(c1cccc(C#N)c1)c1nnnn1C(C)(C)C (configuration not stated)
    11%	0%	-2.2%	7%	·	-1%	2%	i	i	-1%	-0.6%
39. COc1ccc(S(=O)(=O)N2CCN(Cc3ccc4c(c3)OCO4)CC2)c2ccccc12
    0%	-2%	-2.4%	8%	0.4%	2%	-15%	·	·	16%	0.3%
40. Clc1ccc2[nH]c3c(NCC4CCCO4)ncnc3c2c1 (configuration not stated)
    -4%	3%	-6.6%	-1%	-1.8%[0.369 µM]	-5%	?	1.3e-08M*	1.2e-08M*	?	-2.1%
41. COc1ccccc1-c1cc(C(F)(F)F)nc(NCc2ccco2)n1
    ?	0%	-1.9%	-4%	-1.1%	-6%	15%	?	?	?	-3.6%
42. COc1ccc(N2CCN(C(=O)c3ccc(NS(=O)(=O)c4ccccc4)cc3)CC2)cc1
    -17%	-2%	1.6%	-3%	-1.7%	3%	1%	?	i	5µM*	-0.9%
43. CCOC(=O)CN1C(=O)C(CC)Oc2ccccc21 (configuration not stated)
    -2%	-5%	-0.8%	4%	3.0%[57.5 µM]	1%	6%	i	i	1%	-0.3%
